# H9c2 TAG inh – inhibitors of triacylglycerol accumulation, primary screen, cell-based, uHTS, fluorescence, H9c2 | H9c2 cells, Nile Red lipid (TAG) fluorescence; cells loaded with 200 µM oleic acid | inhibition, % at 12.5 µM | 230,000 compounds, 0.66% hits | AID 651582, 2012;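 active means pattern-corrected inhibition of lipid staining of at least 50% with the nuclear-stain viability signal not falling by more than 50%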;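 further: 0% = DMSO wells and 100% = triacsin C control wells; some results filed as inactive read as strong as hits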
# H9c2 TAG inh DAPI viability – further read-out of H9c2 TAG inh, marked with its call; DAPI nuclei signal change (viability), lower = more cytotoxic, %;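 whole-well DAPI fluorescence read on a plate reader as a viability signal; minus 50 percent equals half of cells still viable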
# * hit, by the source's call. These rows are one share of the data. The share of hits here may be higher or lower than overall.
SMILES,H9c2 TAG inh,H9c2 TAG inh DAPI viability
CCn1nccc1C(=O)Nc1cc(Cl)cc(Cl)c1,-1.5,2.0
O=[N+]([O-])c1ccc(Nc2cccc(F)c2)nc1,-0.4,8.2
Cc1cccn2c(=O)c3cc(C#N)c(=NC(=O)c4cccnc4)n(CC4CCCO4)c3nc12 (stereo not given),6.5,53.8
O=[N+]([O-])c1ccc(CN2CCN(c3ccc4ccccc4n3)CC2)cc1,-8.0,2.1
CNc1cc(-c2ccc(O)cc2C)ncn1,10.4,3.1
CC(COc1ccccc1)N(CCCl)Cc1ccccc1 (stereo not given),-17.3,7.7
Cc1ccnn1CCC(=O)O,8.3,-7.8
Cc1cccc(NC(=O)CNC(=O)c2cccc(S(=O)(=O)NCc3cccs3)c2)c1C,-11.7,1.8
CCN(CC)N=Nc1ccc(S(=O)(=O)N2CCSC2C(=O)O)cc1 (stereo not given),9.4,-5.9
CCc1nnc(NC(=O)CSc2nnc(COc3ccccc3)n2-c2ccc(C)cc2)s1,20.0,14.5
NNC(=O)/C(=C/c1cccs1)NC(=O)c1ccccc1Cl,-7.9,11.1
O=C(NN=C1CCCCCC1)c1cc(-c2ccccc2)nc2ccccc12,-2.0,-5.6
O=C1CCCN1CCC(=O)N1CCCC(Nc2ccc(F)cc2)C1 (stereo not given),-25.9,0.9
CC1CCN(C(=O)COc2ccc3ccccc3c2Br)CC1,-12.7,2.2
CCOc1ccc(OCCC(=O)N2CCN(S(=O)(=O)c3cccc(F)c3)CC2)cc1,-11.5,-0.2
CN(C)c1ccc(C(O)c2cc3ccccc3s2)cc1 (stereo not given),8.6,-14.7
CCC(Oc1ccccc1)C(=O)Nc1nnc(S(=O)(=O)N2CCCC2)s1 (stereo not given),-9.5,4.9
CCN(CC)S(=O)(=O)c1ccc(OC)c(NC(=O)C2CC(=O)N(c3ccc4c(c3)OCCO4)C2)c1 (stereo not given),-7.8,-4.0
CC1CN(c2ccc(NC(=S)NNCCC#N)cc2)CC(C)O1 (stereo not given),-6.0,4.7
COc1cc(OC)c2c(C)cc(=O)oc2c1C(CCN1CCOCC1)c1ccc2c(c1)OCO2 (stereo not given),-3.0,5.4
COc1ccc(N(CC(=O)N2CCN(C)CC2)S(C)(=O)=O)cc1OC,-17.8,-4.6
COC(=O)c1cc(NS(=O)(=O)c2ccc(Cl)c(N3C(=O)c4ccc(C(=O)O)cc4C3=O)c2)cc(C(=O)OC)c1,-3.5,3.7
CC(C)c1ccc(NC(=O)c2cc(-c3cc(F)ccc3OCC3CCCO3)n[nH]2)cc1 (stereo not given),39.0,-4.5
CCN(CC)S(=O)(=O)c1ccc(NC(=O)CN(c2cccc(C)c2)S(C)(=O)=O)cc1,-1.0,-10.4
CC1(C(=O)NS(=O)(=O)c2ccccc2Cl)CCN1C(=O)CC1CCCCC1 (stereo not given),1.7,5.1
Cc1c(N)cc(N)cc1C(=O)O,9.2,-5.6
O=C(N/C(=N\O)c1ccccc1)Nc1ccc(Cl)cc1,1.5,3.8
CC1=C/C(=N\OS(=O)(=O)c2ccccc2)C(C)=CC1=O,17.6,-16.3
O=C(CSc1nnc2n1CCCN2)c1ccc([N+](=O)[O-])cc1,-4.3,12.9
CCN(CC)S(=O)(=O)c1ccc(OC)c(NS(=O)(=O)c2cccc(C(=O)O)c2)c1,-0.3,31.6
O=C(c1cc(-c2ccc(F)cc2)nc2ccccc12)N1CCN(C2CCS(=O)(=O)C2)CC1 (stereo not given),-3.1,-4.0
Cc1ccccc1C(=O)Nc1nc2n(n1)C(c1ccccc1)CC(=O)N2 (stereo not given),-4.1,-0.2
CCc1nc2ccc(C(=O)N3CCN(S(=O)(=O)CC)CC3)cn2c1N(CC)CCN(C)C,0.3,1.6
Cc1c(NC(=O)CN2CCCc3ccccc32)c(=O)n(-c2ccccc2)n1C,-15.5,9.7
COc1ccc(NC(=O)c2cc(-c3ccccc3Cl)on2)cc1,-11.6,1.8
COC(=O)c1ccc(S(=O)(=O)N2CCC(O)CC2)n1C,-3.3,4.7
CCOC(=O)CNC(=O)N1CCCC(CNS(=O)(=O)c2cccs2)C1 (stereo not given),-2.8,1.1
O=C(NCc1ccc2c(c1)OCO2)C1CCCN(C(=O)c2ccc(Cl)cc2)C1 (stereo not given),6.1,-1.5
O=C(O)Cn1nnn(-c2ccccc2)c1=S,-8.2,7.3
OC(COc1ccccc1Cl)CN1CCN(CC(O)COc2ccccc2Cl)CC1 (stereo not given),-13.7,4.2
C[C@@H]1CN([C@@H](C)CO)S(=O)(=O)c2ccc(Br)cc2O[C@H]1CN(C)Cc1ccccc1F,-20.5,3.1
CCCN(Cc1ccccc1)C(=S)NC(=O)c1ccccc1[N+](=O)[O-],-8.3,6.1
CC(C)N(CCNC(=O)C1CCC(=O)N1Cc1ccc(F)cc1)Cc1ccccc1 (stereo not given),15.2,-6.7
Cc1ccc(S(=O)(=O)N2CCOCC2)cc1NC(=O)CN1C(=O)NC(C)(c2ccc(Cl)cc2Cl)C1=O (stereo not given),5.0,-1.2
O=C(CS(=O)(=O)c1cn(Cc2ccc(F)cc2)c2ccccc12)N1CCOCC1,7.3,-14.6

# Laid out differently: 3 of the compounds above.
Compound	H9c2 TAG inh	H9c2 TAG inh DAPI viability
CCOC(=O)CNC(=O)N1CCCC(CNS(=O)(=O)c2cccs2)C1 (stereo not given)	-2.8	1.1
CCc1nc2ccc(C(=O)N3CCN(S(=O)(=O)CC)CC3)cn2c1N(CC)CCN(C)C	0.3	1.6
Cc1c(NC(=O)CN2CCCc3ccccc32)c(=O)n(-c2ccccc2)n1C	-15.5	9.7

# Carrying on:
SMILES,H9c2 TAG inh,H9c2 TAG inh DAPI viability
COc1cc2c(cc1OC)CN(C1CCCN(Cc3cccc(C(C)=O)c3)C1)CC2 (stereo not given),10.2,-4.7
Cc1cc(-c2ccccc2)cc(-c2ccccc2)[n+]1C,-10.8,-3.6
Cn1c(SCC(=O)NC2CCCCC2)nnc1-c1cc2ccccc2o1,33.8,-12.0
COc1ccccc1[C@@H]1C(c2ccc(F)cc2)=NN(c2ccccc2)[C@H]1C(=O)N1CCOC1=O,7.1,21.8
CCn1nc(C(=O)Nc2nc(-c3ccccn3)cs2)c2ccccc2c1=O,-18.8,-0.9
Cc1nc2c(=O)n(C)c(=O)[nH]c2n1Cc1ccccc1,2.1,-5.2
COc1ccc(CCN2CC(C(=O)NCCN3CCOC3=O)CCC2=O)cc1 (stereo not given),1.6,14.2
COc1ccc(C(=O)COC(=O)CCn2c(C)csc2=O)c(OC)c1,0.3,2.0
COc1ccc(-c2nc3n(c(=O)c2C#N)CCCS3)cc1,2.4,-6.5
Cc1ccc(S(=O)(=O)N(C(=O)c2ccco2)c2cc3sc(=O)oc3c3ccccc23)cc1,-11.7,7.7
CCS(=O)(=O)N1CCCC(C(=O)NCCc2ccc(OC)c(OC)c2)C1 (stereo not given),-10.1,5.9
COc1ccccc1NC(=O)C(CC=C(Cl)Cl)C(C)=O (stereo not given),-19.4,7.9
COc1ccc(C(=O)Nc2c(N)nc(SCC(=O)N3CCC(C)CC3)[nH]c2=O)cc1,-9.0,4.6
NC(=O)c1ccc(NC(=O)Cc2cccs2)cc1,-8.3,6.3
CCC(=O)c1cn(CC(=O)Nc2ccccc2)c2ccccc12,-3.8,9.9
CCOC(=O)c1ccc(N2CCOCC2)c(NS(=O)(=O)c2ccc(F)cc2)c1,5.4,-0.2
Cc1cc(N2O[C@]34C=C[C@]25C[C@@H](O)CC[C@]5(C)C3CC[C@]2(C)[C@@H]([C@H](C)/C=C/[C@H](C)C(C)C)CC[C@H]24)no1 (stereo not given in full),-8.2,1.3
COC(=O)Cc1ccc(NC(=S)NCC(C)C)cc1,11.4,-5.6
Cc1ccc(-n2nc(C)c3onc(C)c3c2=O)cc1,9.4,-3.2
O=C(Cc1ccccc1[N+](=O)[O-])NCC(O)c1ccc2c(c1)OCO2 (stereo not given),-7.3,3.5
CCOc1ccc(NC(=O)C2CCCN(S(=O)(=O)c3cnc[nH]3)C2)cc1 (stereo not given),2.0,-1.6
CN(CC(=O)Nc1ccccc1Sc1ccccc1)Cc1nc2ccccc2c(=O)[nH]1,4.9,-8.6
CCOC(=O)c1ccc(NC(=S)N(CCCN2CCCC(C)C2)Cc2cccs2)cc1 (stereo not given),5.2,20.1
CC(NS(=O)(=O)c1ccccc1)C(=O)Nc1nccs1 (stereo not given),0.0,4.7
C[S+](CC[C@H](N)C(=O)O)C[C@H]1O[C@@H](n2cnc3c(N)ncnc32)[C@H](O)[C@@H]1O (stereo not given in full),-6.1,-1.1
Cc1cnc(NC(=O)CSC(=S)N2CCOCC2)s1,-11.8,-0.8
CCOC(=O)NC(=O)C(=CNc1ccc(C)cc1)C(=O)NC(=O)OCC,-5.7,0.1
CCOc1ccc(/C=N/NC(=O)C2CC2)c(OCC)c1,-2.7,-4.5
COc1ccc2ccccc2c1C(O)c1nccn1C (stereo not given),-13.9,-0.1
Cc1cc(C(=O)N2CCC2(C)C(=O)O)c(C)o1 (stereo not given),4.9,12.5
Cc1ccccc1NC(=O)c1cccc(C(=O)Nc2ccccc2C)c1,1.5,1.5
CN(CC(=O)N1CCN(Cc2ccccc2)CC1)C(=O)Cc1cccc2ccccc12,-12.5,-0.1
CCOc1ccccc1C(=O)NCC(=O)OCC(=O)c1c(N)n(C)c(=O)n(C)c1=O,2.9,7.5
Cc1c(Cl)cccc1NC(=S)NCCc1ccccn1,2.6,1.4
O=C(NNC(=O)c1cc(Br)ccc1O)c1csc(N2CCOCC2)n1,-9.7,-15.0
c1ccc(Oc2cccc(OCCCn3cncn3)c2)cc1,-9.4,-7.3
COC(=O)Cn1c(=O)c2c(nc3n2CC(C)CN3c2ccc(C)c(C)c2)n(C)c1=O (stereo not given),-16.4,17.1
O=C(O/N=C(/c1ccccc1)c1ccncc1)c1cccc(F)c1,1.1,1.9
CCOC(=O)c1cnn(-c2ncnc3c2oc2ccccc23)c1N,-17.5,2.4
CC(C)CC(C(=O)NC1CCCC1)N(Cc1ccc2c(c1)OCO2)C(=O)c1snc(C(N)=O)c1N (stereo not given),-1.2,-4.5
CCCN(CC(=O)Nc1ccccc1C)C(=O)C1CCCN(C(=O)c2ccc(Cl)cc2)C1 (stereo not given),0.4,-0.7
O=C(COC(=O)c1ccc(F)cc1)Nc1nc2ccc([N+](=O)[O-])cc2s1,18.6,-6.5
Cc1cc(C)c(NC(=O)CNC(=O)CNC(=O)C2CCCCC2)c(C)c1,-17.9,8.7
CC(=O)Nc1cccc(NC(=O)c2cc3ccccc3o2)c1,31.2,19.8
O=C(CN1CCCC1)Nc1c(C(=O)C2CC2)oc2ccccc12,-4.9,-5.0
C=C(C)C(=O)N1CC2(CC(c3cccc(NC(=O)CC)c3)=NO2)C[C@H]1C(N)=O (stereo not given in full),1.5,6.1
Cc1cc(C)n(CC(=O)N/N=C/c2c[nH]c3ccccc23)n1,-3.6,-1.4
C[C@H](CO)N1C[C@H](C)[C@@H](CN(C)Cc2ccc(-c3ccccc3)cc2)Oc2c(NC(=O)Nc3ccc4c(c3)OCO4)cccc2C1=O,27.1,4.0
NC(Cc1ccc(C(F)(F)F)cc1)c1csc(Nc2cc(Oc3ccccc3)ncn2)n1 (stereo not given),29.0,-15.9
Cc1ccc(C)c(CC(=O)N2CCCC(c3cc(C(=O)Nc4ccccc4Cl)no3)C2)c1 (stereo not given),-8.9,-0.8
COc1ccc(NC(=O)NCc2ccccn2)c(OC)c1,-4.3,5.9
CCn1cc(C(=O)O)c(=O)c2cc(F)c(N3CCN(S(=O)(=O)c4ccc5c(c4)OCCO5)CC3)cc21,4.5,16.1
Cc1ccc(NC(=O)CSc2nnc(C)c(=O)n2N)cc1,17.7,1.3
CC(=O)NCCCc1nc2ccccc2n1Cc1ccc(C)cc1,10.9,-5.6
O=c1c(Cc2c(F)cccc2Cl)c(O)ccn1CCCn1ccnc1,6.0,3.4
Cc1c(-c2ccccn2)c(=O)[nH]n1-c1ccc(F)cc1,3.8,-2.1
Cc1nn(Cc2ccc([N+](=O)[O-])cc2)c(=O)n1-c1ccc(Cl)cc1,-38.2,-18.7
Cc1ccccc1OCC(=O)NCCS(=O)(=O)N1CCN(c2ccc(F)cc2)CC1,4.8,4.2
COc1ccc2[nH]c3c(=O)n(CCCCC(=O)NCCC(C)C)c(=S)[nH]c3c2c1,-5.8,8.4
Cc1cc([N+](=O)[O-])ccc1NC(=O)Nc1ccc(F)cc1F,-28.6,11.0

# Entries of single compounds, looked up by structure. Screens in order: H9c2 TAG inh	H9c2 TAG inh DAPI viability
# COc1ccc2[nH]c3c(=O)n(CCCCC(=O)NCCC(C)C)c(=S)[nH]c3c2c1 is listed as -5.8	8.4
# C=C(C)C(=O)N1CC2(CC(c3cccc(NC(=O)CC)c3)=NO2)C[C@H]1C(N)=O (stereo not given in full) is listed as 1.5	6.1
# CC(=O)NCCCc1nc2ccccc2n1Cc1ccc(C)cc1 is listed as 10.9	-5.6
# COc1ccc(NC(=O)NCc2ccccn2)c(OC)c1 is listed as -4.3	5.9
# CCn1cc(C(=O)O)c(=O)c2cc(F)c(N3CCN(S(=O)(=O)c4ccc5c(c4)OCCO5)CC3)cc21 is listed as 4.5	16.1

# The results go on:
SMILES,H9c2 TAG inh,H9c2 TAG inh DAPI viability
O=C1CCC(=O)N1c1ccc(S(=O)(=O)N2CCCC2)cc1,-14.9,4.2
O=C(c1cc2cc([N+](=O)[O-])ccc2oc1=O)N1CCOCC1,10.5,-4.1
COCCC1CCCCN1Cc1cn(-c2ccccc2)nc1-c1ccc2c(c1)OCO2 (stereo not given),2.9,14.3
COc1ccccc1NC(=O)NNC(=O)C(C)Oc1ccc2ccccc2c1 (stereo not given),-6.8,1.0
O=C(OCC(=O)N(CCc1ccccc1)Cc1ccccc1)c1cccc(S(=O)(=O)N2CCOCC2)c1,-2.1,0.9
COc1ccccc1N1CCN(c2nnc(-c3ccc(F)cc3)c3ccccc23)CC1,1.5,-2.3
CCOc1ccc(NC(=O)c2ccccc2NC(=O)CN2CCCCCC2)cc1,19.2,3.7
COc1ccccc1CNC(=O)c1ccc(NC(=O)CC2SC(N3CCCC3)=NC2=O)cc1 (stereo not given),-7.3,5.8

# From PubChem
